From PubChem
Exocytosis inh: blocks lytic granule exocytosis; TALL-104 LAMP-1 surface exposure, flow cytometry; cells stimulated with thapsigargin and PMA; inhibition, % at 10 µM; AID 651702; 0.66% of 360,000 active;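 active means inhibition above about 55%, limit read from the data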
ABHD5 PLIN5 PPI: inhibitors of human ABHD5-perilipin-5 interaction; Split G. princeps luciferase complementation, luminescence, 4 h; inhibition, % at 4 µM; Q00G26+Q8WTS1; AID 602281; 0.78% of 360,000 active;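 active means inhibition above the mean inhibition across every tested compound plus 3 SD, cut at about 22% in these data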;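 further: 0% = DMSO only wells and the 100% control is not disclosed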
H9c2 protect: modulators protecting cardiomyocytes from myocardial damage | protection from H2O2 cell death, % at 20 µM | AID 588492 | 0.63% of 360,000 active | H9c2 cardiomyocytes, H2O2 injury protection, ATPLite, 2 h;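 active means compounds giving at least 50% protection of heart cells from peroxide-induced death in the single-dose screen, raw or plate-pattern-corrected value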;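 further: 0% = DMSO wells with peroxide and 100% = DMSO wells without peroxide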
MC4R antag cAMP: antagonists of human melanocortin 4 receptor (MC4R); P32245; 0.48% of 360,000 active; inhibition, % at 6.5 µM; MC4R-expressing cells, MTII-stimulated cAMP, LANCE TR-FRET;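 active means inhibition above its plate's cutoff, the mean of tested wells on that plate plus 3 SD, cut at about 29% in these data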;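 further: 0% = Melanotan II alone and 100% = Melanotan II plus saturating MCL0020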
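Assay system: U2OS cells stably expressing human melanocortin 4 receptor (MC4R) / Dosing: 6.5 µM / Timing: compound 30 min, challenge 1 h, detection 1 h / Measured by: Eu-cAMP/anti-cAMP TR-FRET, emission 671 nm / Replicates: singlicate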
PDI turbidity: inhibitors of human protein disulfide isomerase; 0.052% of 350,000 active; inhibition, % at 10 µM; PDI insulin aggregation turbidity, A650, 90 min;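 active means mean inhibition across replicates of 30% or more, whatever share of single replicates reach that level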;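 further: absorbance from insulin aggregation driven by PDI reduction with DTT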
Target sequence (P07237 whole entry, looked up): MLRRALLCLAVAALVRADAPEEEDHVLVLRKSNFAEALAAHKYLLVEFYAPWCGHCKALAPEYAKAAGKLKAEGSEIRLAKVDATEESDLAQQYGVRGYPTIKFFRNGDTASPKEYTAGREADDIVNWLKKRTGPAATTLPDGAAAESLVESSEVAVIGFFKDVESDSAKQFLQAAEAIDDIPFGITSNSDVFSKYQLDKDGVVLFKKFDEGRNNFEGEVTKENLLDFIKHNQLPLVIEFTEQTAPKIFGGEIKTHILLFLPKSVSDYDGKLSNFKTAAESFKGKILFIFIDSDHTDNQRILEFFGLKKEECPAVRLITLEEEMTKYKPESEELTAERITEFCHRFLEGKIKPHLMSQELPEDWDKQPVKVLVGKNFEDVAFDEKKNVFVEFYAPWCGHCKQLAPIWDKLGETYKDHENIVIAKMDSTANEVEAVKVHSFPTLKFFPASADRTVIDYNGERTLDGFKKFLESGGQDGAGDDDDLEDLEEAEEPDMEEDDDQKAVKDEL
ABCB6 inh 2: human ABCB6 transporter inhibition. K562-ABCB6 porphyrin accumulation, flow cytometry, 1 h; stronger effect = lower value. fluorescence ratio to DMSO, % at 10 µM. 0.19% of 360,000 active;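 active means fluorescence ratio to DMSO below 75%, the collection mean minus 3 SD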;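 further: signal is porphyrin accumulated inside mitochondria; 100% equals median channel fluorescence of DMSO control wells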
CaV13 FRET inh: Primary screen for inhibitors of IQ motif and Ca2+-dependent inactivation inhibitor domain binding in CACNA1D, Förster resonance energy transfer in living cells, …. inhibition, % at 12.3 µM. HEK cells, CFP/YFP FRET ICDI-IQ, plate reader, 10 min; percent FRET-ratio fall versus neutral wells. AID 743397. 0.098% of 340,000 active;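 active means mean replicate inhibition of at least 30% and at least 1% of replicates passing that level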;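 further: 0% = median of the neutral control wells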
MC4R barr agon: agonists of human melanocortin 4 receptor (MC4R) beta-arrestin; activation, % at 8.9 µM; U2OS MC4R beta-arrestin complementation, luminescence; percent of melanotan II response, DMSO zero; 0.98% of 360,000 active;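 active means activation above a per-plate cutoff, the mean activation of sample wells on that plate plus 3 SD, cut at about 8% in these data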
m5-HT2A agonist: activates the mouse 5-HT2A serotonin receptor; P35363; CHO-K1 mHTR2A beta-arrestin complementation, luminescence; percent of 30 µM serotonin response; activation, % at 7.6 µM; 0.66% of 360,000 active; AID 624169;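 active means activation above a run cutoff, the mean activation of all tested compounds plus 3 SD, cut at about 14% in these data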;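 further: 0% = plate median of compound wells and 100% = 30 µM serotonin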
Target sequence (P35363 whole entry, looked up): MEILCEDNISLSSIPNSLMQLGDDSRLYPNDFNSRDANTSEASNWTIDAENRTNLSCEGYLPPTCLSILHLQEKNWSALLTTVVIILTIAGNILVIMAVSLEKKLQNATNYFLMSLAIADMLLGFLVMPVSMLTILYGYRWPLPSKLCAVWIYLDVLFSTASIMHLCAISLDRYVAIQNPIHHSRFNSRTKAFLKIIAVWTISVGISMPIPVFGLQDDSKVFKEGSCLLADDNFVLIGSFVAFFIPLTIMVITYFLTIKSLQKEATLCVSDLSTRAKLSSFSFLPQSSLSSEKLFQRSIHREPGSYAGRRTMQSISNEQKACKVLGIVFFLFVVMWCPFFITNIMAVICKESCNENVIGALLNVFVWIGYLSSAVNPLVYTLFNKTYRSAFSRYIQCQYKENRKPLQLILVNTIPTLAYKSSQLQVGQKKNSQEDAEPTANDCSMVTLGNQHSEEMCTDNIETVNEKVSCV
Glyco luc inh: blocks N-linked glycosylation in D54 reporter cells; D54 ERlucT glycosylation luciferase reporter, 24 h; percent of 100 nM tunicamycin response; reporter increase, % at 12.5 µM; 0.23% of 360,000 active;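 active means mean luciferase reporter signal, scaled so untreated is 0 and the glycosylation-blocking control 100, at or above a set limit in every replicate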;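 further: luciferase carries N-glycosylation sites so blocking glycosylation raises the light; 0% = median of neutral control wells and 100% = median of 100 nM tunicamycin wells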
Starred values were filed as active, the others as inactive; x = not tested or not shown.

SMILES	Exocytosis inh	ABHD5 PLIN5 PPI	H9c2 protect	MC4R antag cAMP	PDI turbidity	ABCB6 inh 2	CaV13 FRET inh	MC4R barr agon	m5-HT2A agonist	Glyco luc inh
Cc1ccccc1OC1=NS(=O)(=O)c2ccccc21	1	1	4	-1	7	102	-5	-1.4	2	2
CCCSC1=C(C#N)C(c2cccs2)CC(=O)N1 (centres undefined)	90*	-10	-4	-1	7	86	5	-3.6	-2	-1
COc1ccccc1N1CCN(CC(=O)c2c(N)n(C)c(=O)n(C)c2=O)CC1	-2	3	12	-5	4	94	-5	-1.9	5	2
CCOC(=O)C1=C(O)C(=O)N(Cc2ccc(C(C)(C)C)cc2)CC1	0	-2	-2	6	1	104	4	-1.7	-1	2
COc1cccc(-c2cc(C(F)(F)F)nc(-n3cc(C)cn3)n2)c1	-6	3	13	7	0	95	-6	-1.2	3	-2
Cc1ccc(-n2ncc(C#N)c2/N=C/N(C)C)cc1	-1	3	6	5	7	106	x	-2.3	-3	-3
Cc1sc(NC(=O)CN(C(=O)c2ccccc2F)C2CCCC2)c(C(N)=O)c1C	0	0	2	5	2	99	-7	3.7	3	1
COc1cccc(NC(=O)N2CCCC(C(=O)NCc3ccc(F)cc3)C2)c1 (centres undefined)	-3	3	-1	-1	-4	105	-6	1.2	-1	x
Cc1cccc(NC(=O)c2nnn(-c3cccc(C(F)(F)F)c3)c2N)c1	-10	-1	-7	-4	4	99	-6	6.9	4	-1
CN1C(=O)/C(=N/OC(=O)c2ccccc2Br)c2ccccc21	10	2	15	-5	-1	99	-19	1.0	1	6
Cc1oc2cc3oc(=O)c(CCC(=O)N[C@H](C(=O)O)C(C)C)c(C)c3cc2c1C	2	10	-3	6	13	104	-3	0.0	-4	-1
Cn1c(N)c(C(=O)CSc2ccc3c(c2)OCCO3)c(=O)n(C)c1=O	4	-4	-11	3	0	102	0	-2.4	6	1
N=C1C(c2nc3ccccc3[nH]2)=C(O)CN1c1ccc(CC(=O)O)cc1	-2	3	11	-6	4	102	-5	-0.1	-1	-1
Cc1cccc(NC(=O)CCCn2c(=S)[nH]c3ccccc3c2=O)c1	-9	1	11	-2	5	98	-6	-2.8	0	8
CCN(c1ccc(OC)cc1)S(=O)(=O)N1CCCC(C(=O)NCc2cccc(C)c2)C1 (centres undefined)	8	-4	-7	13	x	97	-6	1.5	-5	-2
COc1ncnc2c1ncn2CCCNCc1ccccc1	-2	-5	-4	7	2	101	-6	-0.8	-7	2
CCCCc1ccc(NC(=O)C(=O)NCCN2CCN(Cc3ccc([N+](=O)[O-])cc3)CC2)cc1	0	-4	-16	10	5	93	3	-1.0	0	-1
Cc1cccc(OCCC(=O)Nc2ccc(F)c(F)c2)c1	-4	-4	-15	-5	3	92	-2	-0.9	-2	0
COc1ccc(CN(C)CC(=O)NC(=O)NCc2ccccc2)c(OC)c1	-5	-6	1	3	13	76	-5	-1.7	5	-2
COc1ccc(NC(=O)N(Cc2cc3ccc(OC)cc3[nH]c2=O)CC2CCCO2)cc1 (centres undefined)	0	11	5	-6	-1	97	-3	0.9	-3	11
CCN(CC(=O)Nc1c(F)cccc1F)C(=O)c1cccc(S(=O)(=O)N2CCc3ccccc3C2)c1	10	1	8	2	0	103	-7	-3.2	2	-1
CN(CC(O)Cn1cnc2c1c(=O)n(C)c(=O)n2C)c1ccccc1 (centres undefined)	1	-7	1	3	6	98	-4	-1.8	0	1
CN1CCN(c2ccccc2NC(=O)c2cc3ccccc3o2)CC1	-6	0	-4	10	0	103	-10	1.5	-5	-5
O=C(c1c(F)c(F)c(F)c(F)c1F)N1CCN(c2cccc(C(F)(F)F)c2)CC1	2	-5	-3	-1	-6	90	-5	-1.6	-4	0
CN(NC(=O)C(C)(C)C)c1nc(-c2ccccc2)nnc1C(F)(F)F	-2	-2	-5	6	10	93	-5	0.8	-1	0
CCO[C@H]1OC(C(=O)O)=C[C@@H](C2CCCCC2)[C@@H]1CCCO	-4	-4	4	6	-9	93	-9	-1.1	-1	2
COc1ccc(C(=O)CSc2nnnn2C)c(OC)c1	-6	0	6	-3	0	101	-3	-2.1	1	0
Cc1ccccc1C(=O)NC1CCN(C(=O)N2CCOCC2)CC1	2	8	6	1	1	104	x	-1.0	-1	2
O=[N+]([O-])c1ccc(C2CC(c3ccccc3)=Nc3ccccc3S2)cc1 (centres undefined)	11	79*	-16	-3	2	92	-18	-1.1	-5	1
O=C(COC(=O)c1cnccn1)NC1CCCc2ccccc21 (centres undefined)	7	3	10	1	2	96	-20	-2.5	9	1

A run of entries from further up, for reference:
SMILES	Exocytosis inh	ABHD5 PLIN5 PPI	H9c2 protect	MC4R antag cAMP	PDI turbidity	ABCB6 inh 2	CaV13 FRET inh	MC4R barr agon	m5-HT2A agonist	Glyco luc inh
Cc1ccccc1OC1=NS(=O)(=O)c2ccccc21	1	1	4	-1	7	102	-5	-1.4	2	2
CCCSC1=C(C#N)C(c2cccs2)CC(=O)N1 (centres undefined)	90*	-10	-4	-1	7	86	5	-3.6	-2	-1
COc1ccccc1N1CCN(CC(=O)c2c(N)n(C)c(=O)n(C)c2=O)CC1	-2	3	12	-5	4	94	-5	-1.9	5	2
CCOC(=O)C1=C(O)C(=O)N(Cc2ccc(C(C)(C)C)cc2)CC1	0	-2	-2	6	1	104	4	-1.7	-1	2
COc1cccc(-c2cc(C(F)(F)F)nc(-n3cc(C)cn3)n2)c1	-6	3	13	7	0	95	-6	-1.2	3	-2
Cc1ccc(-n2ncc(C#N)c2/N=C/N(C)C)cc1	-1	3	6	5	7	106	x	-2.3	-3	-3
Cc1sc(NC(=O)CN(C(=O)c2ccccc2F)C2CCCC2)c(C(N)=O)c1C	0	0	2	5	2	99	-7	3.7	3	1
COc1cccc(NC(=O)N2CCCC(C(=O)NCc3ccc(F)cc3)C2)c1 (centres undefined)	-3	3	-1	-1	-4	105	-6	1.2	-1	x
Cc1cccc(NC(=O)c2nnn(-c3cccc(C(F)(F)F)c3)c2N)c1	-10	-1	-7	-4	4	99	-6	6.9	4	-1
CN1C(=O)/C(=N/OC(=O)c2ccccc2Br)c2ccccc21	10	2	15	-5	-1	99	-19	1.0	1	6
Cc1oc2cc3oc(=O)c(CCC(=O)N[C@H](C(=O)O)C(C)C)c(C)c3cc2c1C	2	10	-3	6	13	104	-3	0.0	-4	-1
Cn1c(N)c(C(=O)CSc2ccc3c(c2)OCCO3)c(=O)n(C)c1=O	4	-4	-11	3	0	102	0	-2.4	6	1
N=C1C(c2nc3ccccc3[nH]2)=C(O)CN1c1ccc(CC(=O)O)cc1	-2	3	11	-6	4	102	-5	-0.1	-1	-1
Cc1cccc(NC(=O)CCCn2c(=S)[nH]c3ccccc3c2=O)c1	-9	1	11	-2	5	98	-6	-2.8	0	8
CCN(c1ccc(OC)cc1)S(=O)(=O)N1CCCC(C(=O)NCc2cccc(C)c2)C1 (centres undefined)	8	-4	-7	13	x	97	-6	1.5	-5	-2

More entries follow:
SMILES	Exocytosis inh	ABHD5 PLIN5 PPI	H9c2 protect	MC4R antag cAMP	PDI turbidity	ABCB6 inh 2	CaV13 FRET inh	MC4R barr agon	m5-HT2A agonist	Glyco luc inh
C#CCSc1nnc(-c2ccccc2)c(=O)[nH]1	-1	0	8	-5	-3	98	-4	-2.2	-5	1
O=c1[nH]c2ccc(NC(=S)Nc3ccccc3)cc2[nH]1	-2	-12	-4	13	-4	105	-7	-0.2	-3	4
COCCn1c(-c2ccc(OC)cc2)nc2oc3cc(OC)ccc3c(=O)c2c1=O	0	-5	4	-4	-1	95	-7	-1.8	1	0
CCOC(=O)c1c(NC(=O)c2ccoc2C)sc(C)c1C	1	-11	-6	-1	-4	90	-5	-2.8	-3	-1
COc1ccccc1C(=O)NC(=S)Nc1ccc(NC(=O)c2ccco2)cc1	68*	0	20	2	-4	94	-2	11*	4	-4
O=C(CCc1ccccc1)NNC(=O)c1cc(Cl)ccc1O	0	-7	24	7	3	98	-7	-1.0	2	-2
COc1cccc(S(=O)(=O)Nc2ccc3c(c2)[C@H]2C[C@H](CC(=O)N[C@@H](C)c4ccccc4)O[C@H](CO)[C@H]2O3)c1	3	-4	4	6	3	93	x	0.3	-3	1
CS(=O)(=O)N(CC(=O)N1CCN(Cc2ccccc2)CC1)c1ccc(F)cc1	5	12	-2	11	4	98	-13	-0.1	-1	0
CCc1nnc(NC(=O)C2CCCN(S(=O)(=O)c3ccc(OC)cc3)C2)s1 (centres undefined)	-2	-5	12	14	13	97	-4	-2.6	-3	0
Clc1cnc(Nc2cccnc2)c(Cl)c1	1	1	-4	-1	-2	98	-6	1.3	2	-1
COc1ccc(NC(=O)COC(=O)c2n[nH]c3ccccc23)c(OC)c1	3	0	0	18	1	102	-2	-2.6	-3	1
CCc1nc2ccc(C(=O)NCc3ccc4c(c3)OCO4)cn2c1N(C)CCC(C)C	-2	2	-3	15	3	105	-7	2.4	-3	-1
O=S(=O)(c1ccc(F)cc1)N1CCN(c2ccc(-c3ccccc3)nn2)CC1	-1	1	-4	9	6	102	-4	-2.3	0	1
Cc1cc(C)c(NC(=O)CSc2nc(=O)n3cc(C)ccc3n2)c(C)c1	-3	-13	4	-3	2	100	-6	0.0	5	0
CCOc1c(C#N)c(C#N)c2nc(C)cc(C)n12	-5	-2	10	4	-2	98	x	-1.7	2	0
O=C(NCCCN1CCCCC1)c1ccc2c(=O)n(CCc3ccccc3)c(=O)[nH]c2c1	1	5	0	1	10	100	-5	-2.0	-7	-4
CCCCc1nc2cc(C(=O)N3CCNC(=O)C3)ccc2o1	-4	-4	3	14	-1	95	-15	-2.8	5	-1
N#Cc1ccc(COC(=O)c2cnc3ccccc3n2)cc1	2	-4	6	7	-10	99	-2	-0.3	0	3
O=C(NCc1nnnn1-c1ccc(F)cc1)c1ccc([N+](=O)[O-])o1	3	1	-17	-3	-15	100	-15	-4.5	1	10
COC(=O)/C=C/c1oc2ccccc2c1C	0	-10	9	-1	6	100	-5	-1.0	4	-1
Cc1cc(N2CCN(C)CC2)ccc1NC(=O)c1ccc(-c2ccc(Cl)cc2)o1	43	6	-2	-12	0	95	-15	3.4	-13	-9
O=C(Cn1cccc1)N1CCN(c2ccc(F)cc2)CC1	3	6	5	7	x	100	-3	-0.9	-1	-1
Cc1ccc(NC(=O)C2(C)CCN2Cc2cccc3c2OCO3)cc1O (centres undefined)	0	-9	-3	-19	-4	103	-4	2.7	-8	-7
